NS3 helicase inh: blocks Hepatitis C virus NS3 helicase unwinding | inhibition, % at 10.9 µM | 0.56% of 290,000 active | NS3 helicase DNA unwinding, Cy5 molecular beacon fluorescence | AID 1800;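 active = inhibition above the mean of all tested compounds plus 3 SD, set per campaign, cut at about 35% in these data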;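 note: 0% = DMSO wells and 100% = thioflavine S control wells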
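Assay system – hepatitis C virus NS3 helicase domain fragment enzyme · Buffer or medium – MOPS pH 6.5, MgCl2, DTT, Tween20, BSA · Reagent – Cy5/quencher beacon DNA duplex and ATP to start · Compound – single 10.9 µM dose · Timing – 1 h at 25 °C · Technique – Cy5 beacon fluorescence read at start and 1 h · Measure – % inhibition of unwinding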
MEKK3 PB1 HTS: raises or lowers MEK5 binding to the human MEKK3 PB1 domain | AID 1529 | binding response (% of control), % at 10 µM | bead-based flow cytometry, Alexa488-MEK5 binding to MEKK3; actives lie on both sides; 0 = blocked by unlabeled MEK5, 100 = vehicle | 1.4% of 290,000 active;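 active = binding response more than 3 SD above or below the average of its plate-row segment, actives on both sides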;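 note: Alexa488 bead fluorescence after subtracting the streptavidin-only scavenger bead signal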
VIM-2 inhibitor: blocks Pseudomonas aeruginosa VIM-2 metallo-beta-lactamase; 0.89% of 290,000 active; inhibition, % at 5.6 µM; purified VIM-2, nitrocefin hydrolysis, epi-absorbance fluorescence; AID 1527;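 active = inhibition above the mean of all tested compounds plus 3 SD, cutoff set per screening run, cut at about 7.5% in these data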;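 note: red hydrolysis product quenches plate fluorescence so inhibitors raise well fluorescence; 0% = enzyme with DMSO and 100% = DMSO without enzyme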
SUMO HTRF inh: blocks human SUMOylation mediated by UBC9. 0.36% of 290,000 active. HTRF SUMOylation assay, SAE1/SAE2 + UBC9, in vitro. inhibition, % at 35 µM. P63279. AID 2006; in the data active = inhibition above about 50%, passing the limit was not always enough; note: strong numbers were not always called active
p-CIP stab down: lowers stability of the mouse p/CIP coactivator protein; decrease of EGFP signal, % at 10 µM; 0.01% of 290,000 active; Q05BA5; F442A p/CIP-EGFP cells, EGFP fluorescence, 16 h;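 active = EGFP signal decrease of at least 30% at 10 µM or well 3 SD below plate mean, unless failing retest; inactive = the rest, including hits failing retest or dose response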; note: some compounds called inactive have numbers as strong as hits; many of its hits are not listed in these tables
DNA FID counter: fluorescent intercalator displacement, NS3 helicase counter-screen | AID 1845 | DNA fluorescent intercalator displacement, fluorescence | inhibition, % at 7.9 µM | 0.17% of 290,000 active; in the data active = inhibition above about 37%;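 note: 0% = vehicle and 100% = reference compound; higher means more ethidium bromide displaced from hairpin DNA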
IDE cell activ: boosts human insulin-degrading enzyme activity in HEK cells; P14735; FAbeta-B cleavage, fluorescence polarization; 0% vehicle, 100% cell-free pure enzyme wells; activation, % at 5.96 µM; 0.073% of 340,000 active;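 active = activation above the mean of all tested compounds plus 3 SD, set per screening campaign, cut at about 17% in these data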
Target sequence (P14735 whole entry, looked up): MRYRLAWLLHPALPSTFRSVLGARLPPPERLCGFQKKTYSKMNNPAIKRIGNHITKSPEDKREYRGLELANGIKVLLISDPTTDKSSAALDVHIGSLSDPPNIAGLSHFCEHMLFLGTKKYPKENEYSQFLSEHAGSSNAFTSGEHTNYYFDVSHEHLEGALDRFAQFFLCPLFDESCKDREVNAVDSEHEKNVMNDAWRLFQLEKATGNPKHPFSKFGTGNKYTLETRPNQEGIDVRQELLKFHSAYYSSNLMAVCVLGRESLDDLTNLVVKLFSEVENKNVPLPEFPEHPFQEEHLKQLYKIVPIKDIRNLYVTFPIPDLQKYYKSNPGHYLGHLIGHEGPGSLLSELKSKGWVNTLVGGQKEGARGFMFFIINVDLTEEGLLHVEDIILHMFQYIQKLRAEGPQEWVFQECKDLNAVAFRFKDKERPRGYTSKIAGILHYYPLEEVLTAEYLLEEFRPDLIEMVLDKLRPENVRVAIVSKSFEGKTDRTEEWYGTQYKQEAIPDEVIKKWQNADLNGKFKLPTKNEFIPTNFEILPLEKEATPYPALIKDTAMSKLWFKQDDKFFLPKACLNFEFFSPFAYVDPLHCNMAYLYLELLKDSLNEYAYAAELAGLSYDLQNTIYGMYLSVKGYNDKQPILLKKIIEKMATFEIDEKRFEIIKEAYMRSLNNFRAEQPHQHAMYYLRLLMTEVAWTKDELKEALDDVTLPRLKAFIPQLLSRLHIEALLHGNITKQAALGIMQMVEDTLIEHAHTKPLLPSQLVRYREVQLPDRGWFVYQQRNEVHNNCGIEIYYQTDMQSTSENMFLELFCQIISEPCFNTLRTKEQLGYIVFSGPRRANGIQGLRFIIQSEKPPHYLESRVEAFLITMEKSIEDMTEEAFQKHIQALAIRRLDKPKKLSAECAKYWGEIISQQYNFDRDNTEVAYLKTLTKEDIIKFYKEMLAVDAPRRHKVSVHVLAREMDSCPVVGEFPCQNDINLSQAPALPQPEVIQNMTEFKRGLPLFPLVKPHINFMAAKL
PHOSPHO1 inh: PHOSPHO1 (human) inhibition. Q8TCT1. recombinant PHOSPHO1, absorbance phosphatase assay. inhibition, % at 13.3 µM. 1.1% of 290,000 active. AID 1565; in the data active = inhibition above about 60%
IMP-1 inhibitor: inhibitors of Pseudomonas aeruginosa IMP-1 metallo-beta-lactamase | purified IMP-1, nitrocefin hydrolysis, epi-absorbance fluorescence | inhibition, % at 5.6 µM | 0.45% of 290,000 active;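 active = inhibition above the mean plus 3 SD of all compounds in the same screening run, cut at about 4.5% in these data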;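 note: 0% = IMP-1 with DMSO and 100% = DMSO wells lacking enzyme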
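System: purified recombinant IMP-1 beta-lactamase. Medium: Zinc- and detergent-supplemented HEPES buffer, pH 7.1. Compound: one 5.6 µM dose […]. Schedule: 15 min preincubation plus 25 min reaction at 25 °C. Technique: Epi-absorbance fluorescence, 480 nm excitation, 530 nm emission.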
Numbers without * were called inactive; . = not tested or not shown. A portion of the library; rates above refer to the full screens.

SMILES	NS3 helicase inh	MEKK3 PB1 HTS	VIM-2 inhibitor	SUMO HTRF inh	p-CIP stab down	DNA FID counter	IDE cell activ	PHOSPHO1 inh	IMP-1 inhibitor
O=C(COc1ccc(Cl)cc1)NNC(=O)CSc1nncs1	-13	98	-2.0	5	18	-3	7	-58	-4.2
CN(Cc1ccsc1)C(=O)CCc1nnc(Cc2c[nH]c3ccccc23)o1	-1	83	-0.3	-6	-1	-36	-5	-1	-1.5
O=C(COC(=O)/C=C/c1ccc([N+](=O)[O-])cc1)NC(c1ccccc1)c1ccccc1	0	102	-3.9	8	-14	0	2	-17	-4.4
CCCOc1ccc(CCC(=O)O)cc1	-6	100	-0.4	8	1	0	-1	36	-4.6
CCCCNC(=O)N1CCN(c2ccnc3cc(Cl)ccc23)CC1	-5	103	1.4	-15	2	-8	-18	.	-1.0
O=C(CCCN1C(=O)/C(=C/c2cccs2)SC1=S)Nc1ccc(C(=O)O)cc1	13	102	-3.8	0	3	-19	.	16	-4.4
COc1ccc(Cc2nnc(NC(=O)c3cc(OC)c(OC)c(OC)c3)s2)cc1OC	-1	95	-3.2	11	7	-25	3	4	-4.6
O=C(NC1CCCCC1)C(c1ccccn1)N(C(=O)c1csnn1)c1ccccc1 (stereo unspecified)	9	102	-3.7	-14	-1	-20	3	39	-4.6
COc1cccc(NC(=O)CN2CCN(CC(=O)Nc3ccccc3Cl)CC2)c1	-11	104	-4.3	1	-3	-23	2	37	-3.8
CCOC(=O)c1cnc2ncnn2c1N	6	101	-0.5	10	-5	0	0	51	0.5
O=C(Nc1nonc1-c1ccc(F)cc1)c1ccco1	-4	99	-1.5	10	-15	-6	9	10	-2.2
O=C(Nc1cc(S(=O)(=O)N2CCOCC2)ccc1N1CCCC1)C1CC1	10	96	-0.6	20	-14	-1	7	6	0.4
Cc1ccc(-c2csc(NC(=O)c3ccc(S(=O)(=O)N4CCc5ccccc54)cc3)n2)cc1	17	65	1.4	-3	3	-14	0	-16	0.6
COc1ccc(-n2c(COc3ccc(Cl)cc3)nnc2SCc2ccc(C#N)cc2)cc1	-8	101	-1.1	-7	-10	-4	2	-27	-5.3
CS(=O)(=O)N(CC(=O)Nc1cccc(Cl)c1Cl)c1ccccc1	-3	101	-2.3	4	-6	-7	3	0	-3.5
Cc1cccc(-n2c(N)cc(=O)nc2SCC(=O)Nc2ccccc2)c1	-3	106	-3.5	-2	-5	-6	2	7	-2.1
Cc1c(N2C(=O)SC(CC(=O)O)C2=O)c(=O)n(-c2ccccc2)n1C (stereo unspecified)	3	115	-0.4	12	6	-1	3	21	-0.9
CSc1ccc(NC(=O)Nc2ccc(C(=O)NCC(=O)O)cc2)cc1	25	91	-1.5	10	-11	-24	4	34	3.8
CCSc1nnc(NC(=O)C(NC(=O)c2ccc(Cl)cc2)C(C)C)s1 (stereo unspecified)	-3	107	-6.6	-1	6	-12	0	21	-3.2
COCCCC1CCN(C(=O)c2cc(COc3ccc(C)nc3)on2)CC1	4	99	-2.2	-4	-19	-38	-3	18	-3.5
COc1ccc(C2CC(=O)Nc3n[nH]c(-c4ccccc4)c32)cc1OC (stereo unspecified)	-8	101	-4.4	7	-10	-17	7	43	-2.6
O=C(NNC(=O)c1nc(Cl)ccc1Cl)c1ccc(F)cc1	5	105	-3.2	12	-3	-5	-3	43	-1.9
CC(=O)NC1=NN(C(C)=O)C(c2sccc2C)S1 (stereo unspecified)	-2	101	-0.4	1	-7	-3	-4	14	-1.7
O=C(Nc1nnc(SCc2ccc(F)cc2)s1)c1ccc2c(c1)C(=O)N(c1ccccc1Cl)C2=O	9	103	-2.5	-5	-7	-4	-2	18	-2.7
Cc1cc(Cl)c(OCCCNC2CCCC2)c(Br)c1	-13	105	-0.8	3	1	14	2	29	-1.7
COc1cccc(NC(=O)c2cnc(SC)nc2C)c1	-7	100	-1.1	2	-7	-12	-1	31	-2.4
O=C(CN1CCN(S(=O)(=O)c2ccccc2)CC1)Nc1ccc2c(c1)OCO2	-1	97	-1.4	16	-9	-13	3	-39	-1.7
O=C(O)c1cc2c(s1)-c1ccccc1CC2	-12	93	-1.2	5	6	-6	5	-1	-2.6
COc1ccccc1NC(=O)C(NC(=O)c1ccc(C)cc1)c1ccccc1 (stereo unspecified)	-10	99	1.4	2	0	-28	-2	.	0.7
COc1ccccc1NC(=O)c1cc2c(CO)cnc(C)c2oc1=Nc1cccc(C(N)=O)c1	0	97	-2.1	-25	-9	-13	4	19	-3.2
N=C1N(/N=C/c2ccccc2)C(=Nc2ccccc2)C(=S)N1c1ccccc1	5	102	-4.7	-11	-4	-2	2	2	-7.6
O=c1c2cc(Br)ccc2[nH]c(=S)n1Cc1ccccn1	-3	93	-0.7	8	5	-4	6	3	-2.1
COc1ccccc1NC(=O)COC(=O)C1CCN(/C=C/C(=O)C(F)(F)F)CC1	8	101	-1.6	0	7	-1	-8	3	-1.2
CCSc1cc(N2CCCC2)nc(-c2ccc(C)cc2)n1	0	101	-2.1	-15	4	-2	1	0	-2.6
CC1CCCCN1C(=O)CCNS(=O)(=O)c1ccc2c(c1)c(=O)n(C)c(=O)n2C (stereo unspecified)	-1	102	-2.7	-5	-2	-14	6	26	-1.8
Cc1cccc(N(C(=O)c2snc(C(N)=O)c2N)C(C)C(=O)NCC2CCCO2)c1 (stereo unspecified)	-12	130*	-1.8	-6	-3	-21	6	41	-2.5
O=C(NCc1ccccc1)c1c[nH]c2ccccc2c1=O	-3	114	-1.4	26	-4	-5	2	29	-1.7
CN(C)/N=C/c1cc([N+](=O)[O-])ccc1O	-3	106	-1.6	7	14	0	-1	12	-1.4
O=C(CSc1ccc2nnc(-c3ccccn3)n2n1)N1CCOCC1	5	95	-1.6	9	3	-3	8	-12	-2.8
NC(=O)Cc1nc(-c2ccc(Br)cc2)cs1	-1	110	-2.3	3	-18	-7	1	-5	-3.2
C=CCOCCN(CCOCC=C)C1=NS(=O)(=O)c2ccccc21	-5	97	0.2	4	-8	-3	1	22	0.5
COCCNC(=O)COc1ccccc1C	6	100	0.4	16	-2	3	4	12	-0.9
O=C1OCCC1Sc1ncnc2sccc12 (stereo unspecified)	-3	107	-1.4	-13	-1	1	3	7	-1.8
CN(CC(=O)N1CCCCC1)S(=O)(=O)c1cccc2cccnc12	0	110	1.1	-2	-8	3	6	3	-0.3
O=C(Cn1c(-c2cscn2)nc2ccccc21)Nc1ccccc1F	6	99	-1.6	-30	-1	-3	-5	24	0.8

Just PHOSPHO1 inh and p-CIP stab down (2 entries from above):
smiles	PHOSPHO1 inh	p-CIP stab down
O=c1c2cc(Br)ccc2[nH]c(=S)n1Cc1ccccn1	3	5
NC(=O)Cc1nc(-c2ccc(Br)cc2)cs1	-5	-18

Quoted from the results shown for reference:
SMILES	NS3 helicase inh	MEKK3 PB1 HTS	VIM-2 inhibitor	SUMO HTRF inh	p-CIP stab down	DNA FID counter	IDE cell activ	PHOSPHO1 inh	IMP-1 inhibitor
NC(=O)Cc1nc(-c2ccc(Br)cc2)cs1	-1	110	-2.3	3	-18	-7	1	-5	-3.2
C=CCOCCN(CCOCC=C)C1=NS(=O)(=O)c2ccccc21	-5	97	0.2	4	-8	-3	1	22	0.5
COCCNC(=O)COc1ccccc1C	6	100	0.4	16	-2	3	4	12	-0.9
O=C1OCCC1Sc1ncnc2sccc12 (stereo unspecified)	-3	107	-1.4	-13	-1	1	3	7	-1.8
CN(CC(=O)N1CCCCC1)S(=O)(=O)c1cccc2cccnc12	0	110	1.1	-2	-8	3	6	3	-0.3
O=C(Cn1c(-c2cscn2)nc2ccccc21)Nc1ccccc1F	6	99	-1.6	-30	-1	-3	-5	24	0.8

The list goes on:
SMILES	NS3 helicase inh	MEKK3 PB1 HTS	VIM-2 inhibitor	SUMO HTRF inh	p-CIP stab down	DNA FID counter	IDE cell activ	PHOSPHO1 inh	IMP-1 inhibitor
O=C(COC(=O)C1=COCCO1)NC(=O)c1ccc(OC(F)F)cc1	8	99	-1.0	3	-6	-3	10	28	-1.7
O=C(c1ccccn1)N1CCN(c2cccc(C(F)(F)F)c2)CC1	1	103	-3.9	10	4	-14	-2	8	-4.2
CC1=C(C(=O)Nc2ccccc2)C(c2ccc(N(C)C)cc2)NC(=O)N1 (stereo unspecified)	9	96	1.1	-8	1	-1	-1	-23	0.3
Cc1cccn2c(CN3CCCC(c4ccccc4)C3)c(C(=O)N3CCOCC3)nc12 (stereo unspecified)	7	99	-2.2	5	6	-15	2	32	-2.6
Cc1ccc(OCc2nnc(SC3CCc4ccccc4C3=O)n2C)cc1 (stereo unspecified)	0	103	-0.4	21	-14	-34	-1	1	-2.1
CCOC(=O)c1sc(NC(=O)Cc2ccccc2OC)nc1C	-7	107	-1.7	14	-7	-17	2	24	-0.1
CCOC(=O)C(C)(C)C(=O)C(C)(C)C(O)c1ccccn1 (stereo unspecified)	4	101	-5.7	19	-18	-5	1	-4	-3.3
Clc1ccc(-n2ncc3c(NCc4ccccn4)ncnc32)cc1	6	95	0.6	-3	7	-2	6	-20	0.8
O=C(CCc1c[nH]c2ccccc12)Nc1ccc(S(=O)(=O)Nc2ncccn2)cc1	21	88	0.0	13	-7	-18	-1	27	0.3
CC1(C)Cc2ccccc2/C(=C/C(=O)c2ccccc2)N1	4	104	-0.9	-1	-2	-31	4	24	-2.4
Cc1cccc(Nc2ccc([N+](=O)[O-])cc2C(=O)O)c1	37*	99	2.3	5	0	-24	2	-17	-1.8
CCCSc1nsc(NC(=O)c2cccnc2OCC)n1	3	100	-1.0	8	-7	-6	0	23	-0.5
O=C(Cc1n[nH]c(=O)[nH]c1=O)N/N=C/c1cccc(Cl)c1	10	104	-4.1	-2	2	-6	0	17	-4.1
CN(C)c1ccc(/C=[N+](\[O-])C2SC(=S)N(C)C2(C)C)cc1 (stereo unspecified)	4	.	-0.3	4	-7	-2	-2	4	-1.0
CCN(CC)S(=O)(=O)c1ccc2oc(SCC3CN=C(c4ccc(OC)cc4)S3)nc2c1 (stereo unspecified)	0	98	-0.6	-5	-2	-6	-1	7	-2.7
CCCCOc1ccc(C(CC(=O)NC)C(=O)O)cc1 (stereo unspecified)	-3	97	-0.9	-4	-9	-19	2	8	-3.8
CCOC(=O)C1(Cc2ccccc2C(F)(F)F)CCN(C2CCSC2)CC1 (stereo unspecified)	-11	107	-1.5	-4	-3	-2	6	11	-2.3
COc1ccc(OC)c(S(=O)(=O)NCCS(=O)(=O)N2CCN(c3ccccc3)CC2)c1	5	96	-3.1	3	0	-52	2	27	-3.9
O=C(CCN1N=C(c2ccccc2)CCC1=O)NCC1COc2ccccc2O1 (stereo unspecified)	1	105	-1.9	19	-4	-31	-1	29	-3.2
CN(C)c1ccc(/C=N/n2cnn(Cc3ccccc3Cl)c2=S)cc1	1	103	-3.5	-7	-5	-1	3	-42	-3.4
COc1cc(NC(=S)N2CCCCC2C)cc(OC)c1OC (stereo unspecified)	4	102	-1.8	19	-5	-8	-1	33	-1.6

From PubChem BioAssay
